Nrf2 block – inhibitors of Nrf2 signaling. A549 ARE-Fluc reporter, luciferase luminescence, 18-24 h. Potency, µM (doses to about 46 µM), for the others: top-dose activity change, negative = inhibition, hits mostly inhibitors. actives 2.1% (n = 360,000). AID 504444; also: potency is read from the fitted curve at half-maximal effect; % is scaled to controls: 0 for no effect and ±100 for the full control effect; nearly all actives have a fitted effect of over 60% in size
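A549 ARE_Fluc cells, 5000/well, 5% FBS OPTI-MEM; compounds in dose-response, 18-24 h at 37 °C/5% CO2; CellTiter-Fluor viability read (Ex 405/Em 525), then BugLite luciferase luminescence = Nrf2 activity.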
Mm-Cpn inhibitor – inhibitors of Methanococcus maripaludis chaperonin (MmCpn). purified Mm-Cpn ATPase, ADP Transcreener TR-FRET. Potency, µM (titrated, usually from 76.9 µM), for the others: at the highest dose activity, negative = inhibition, most hits filed as inhibitors. actives 0.031% (n = 330,000); also: potency is read from the fitted curve at half-maximal effect; % is scaled to controls: 0 for no effect and ±100 for the full control effect; nearly all actives have a fitted effect of over 80% in size
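Eu-cryptate anti-ADP/ADP-d2 competition gives a ratio inversely related to ADP. Enzyme at 25 nM was pre-exposed to compound for 10 min, then given 10 uM ATP for 30 min, 37°C throughout.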
Nrf2 activator – Nrf2 pathway activation. AREc32 ARE-luciferase reporter (MCF7-derived line), luminescence, 24 h. actives 0.31% (n = 410,000). Potency, µM (highest dose often 46.1 µM), for the others: at the highest dose activation, usual class: activators; also: potency is read from the fitted curve at half-maximal effect; % of control where 0% means no effect; nearly all actives have a fitted effect of over 65% in size
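Reporter line AREc32 (ARE-Fluc), seeded overnight in OPTI-MEM with 5% FBS; compound pin-transferred, 24 hr at 37 deg C, 5% CO2; luminescent read-out.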
pAkt inh – Akt phosphorylation inhibition; actives 0.32% (n = 360,000); activity change, % for hits at 50 µM; Neuro2A IGF-stimulated pAkt S473 HTRF, 20 min; active compounds read low; in the data active = activity change below about -80%; inconclusive = mostly about -51% to -80%; also: % is scaled to controls: 0 for no effect and ±100 for the full control effect
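Neuro2A cells in DMEM with 0.5% FBS, overnight at 37 deg C, given compound at single 50 µM final, then IGF (6 nM final) for 20 min at 37 deg C. Lysed; phospho-Akt Ser473 by HTRF after 24 h, 665/615 ratio.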
A549 tox – A549 cytotoxicity, counter-screen for Nrf2 inhibitors; A549 ARE-Fluc cells, CellTiter-Fluor viability, 18-24 h; Potency, µM (top dose mostly 46 µM), for inactives: top-dose activity change, negative = cytotoxicity, hits mostly inhibitors; actives 0.16% (n = 390,000); AID 504648; also: potency is read from the fitted curve at half-maximal effect; % is scaled to controls: 0 for no effect and ±100 for the full control effect
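Cytotoxicity counterscreen: CellTiter-Fluor fluorescence was measured in A549 ARE_Fluc cells after 18-24 h of compound exposure in a concentration series. The subsequent BugLite luminescent read reports ARE-luciferase activity.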
CCT modulator – changes cytosolic chaperonin activity. purified chaperonin ATPase assay, HTRF ADP detection, 30 min. activity change, % (concentration not given with the values), hits read low. actives 0.3% (n = 360,000); in the data active = activity change below about -30%; also: % is scaled to controls: 0 for no effect and ±100 for the full control effect
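TRiC at 40 or 20 nM final (batch-dependent) in 30 mM Tris pH 7.4, 100 mM KCl, 5 mM MgCl2, 1 mM DTT, with compound at single 76 uM and 10 uM ATP, 30 min at 37 deg C. ADP detected by HTRF Transcreener, 665/615 ratio.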
TGFb SMAD3 inh – blocks TGF-b signaling; HepG2 CAGA-GFP TGF-b/SMAD3 reporter, GFP fluorescence, 18 h; TGF-beta stimulated, 500 pg/mL final; actives 1.2% (n = 410,000); AID 588855; Potency, µM (highest dose often 46.1 µM), inactives show at the top dose activity, negative = inhibition, most hits filed as inhibitors; also: potency is read from the fitted curve at half-maximal effect; % is scaled to controls: 0 for no effect and ±100 for the full control effect; nearly all actives have a fitted effect of over 65% in size
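GFP signal (ex488/em500-530) from TGF-beta-stimulated HEPG2 CAGA-GFP cells, 500 pg/mL final, 18 h at 37 degrees C in DMEM plus 1% FBS, normalized to unstimulated and DMSO-stimulated controls.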
EPAC2 ag – EPAC2 (human) agonism; Q8WZA2; EPAC2 activation, biochemical qHTS; response scale: 100% = 6.5 mM cAMP response; Potency, µM (top dose mostly 154 µM), for inactives: top-dose activation, actives largely listed as activators; actives 0.079% (n = 360,000); AID 720711; also: potency is read from the fitted curve at half-maximal effect; nearly all actives have a fitted effect of over 50% in size
Target sequence (Q8WZA2 whole entry, looked up): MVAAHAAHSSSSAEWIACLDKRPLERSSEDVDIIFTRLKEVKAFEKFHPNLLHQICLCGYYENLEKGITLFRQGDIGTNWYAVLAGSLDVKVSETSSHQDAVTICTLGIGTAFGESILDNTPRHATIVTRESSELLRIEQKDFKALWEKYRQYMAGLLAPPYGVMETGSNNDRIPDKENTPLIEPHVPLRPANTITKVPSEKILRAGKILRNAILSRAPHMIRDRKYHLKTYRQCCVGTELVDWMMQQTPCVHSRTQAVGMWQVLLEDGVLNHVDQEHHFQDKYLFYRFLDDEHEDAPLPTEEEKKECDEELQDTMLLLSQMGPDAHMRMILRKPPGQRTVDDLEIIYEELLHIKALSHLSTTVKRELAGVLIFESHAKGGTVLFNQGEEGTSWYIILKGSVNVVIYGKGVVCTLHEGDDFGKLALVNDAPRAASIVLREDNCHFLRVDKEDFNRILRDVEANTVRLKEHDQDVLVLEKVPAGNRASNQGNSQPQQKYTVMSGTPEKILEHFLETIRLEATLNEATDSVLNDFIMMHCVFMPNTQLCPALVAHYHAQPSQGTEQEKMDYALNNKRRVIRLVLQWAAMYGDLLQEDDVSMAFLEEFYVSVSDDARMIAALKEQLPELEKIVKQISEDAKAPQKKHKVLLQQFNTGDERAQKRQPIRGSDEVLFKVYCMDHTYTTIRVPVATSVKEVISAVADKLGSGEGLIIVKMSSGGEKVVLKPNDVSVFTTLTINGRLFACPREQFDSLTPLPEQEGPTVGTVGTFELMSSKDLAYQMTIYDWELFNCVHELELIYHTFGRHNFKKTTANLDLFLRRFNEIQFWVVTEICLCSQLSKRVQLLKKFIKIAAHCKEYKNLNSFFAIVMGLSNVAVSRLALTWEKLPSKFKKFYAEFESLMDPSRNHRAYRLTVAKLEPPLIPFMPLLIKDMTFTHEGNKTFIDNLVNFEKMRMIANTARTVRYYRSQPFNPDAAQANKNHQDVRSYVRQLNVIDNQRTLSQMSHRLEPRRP
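Fluorescence exchange assay: 100 nM EPAC2 with 250 nM RAP1B-BODIPY-GDP and 50 uM GDP; compounds tested as a concentration-titration series (qHTS). Loss of Rap1-bound BODIPY-GDP fluorescence read at 480/540 nm; data normalized to 6.5 mM cAMP.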
EPAC2 antag – antagonists of human EPAC2. Q8WZA2. EPAC2 GEF exchange of Rap1B-BODIPY-GDP, fluorescence. Potency, µM (series often up to 114 µM), for the others: top-dose activity, negative = inhibition, usual class: inhibitors. actives 0.18% (n = 360,000); also: potency is read from the fitted curve at half-maximal effect; % is scaled to controls: 0 for no effect and ±100 for the full control effect; nearly all actives have a fitted effect of over 45% in size; many of its hits are not listed in these tables
The depositor's hits bear a star; i = inactive; ? = inconclusive; . = not tested or not shown; & = joins results of further samples; [ ] = dose if it differs, or a comment. Unless noted, calls follow the shape of the dose curve; as a rule, active = well fitted curve in the direction sought with a large enough effect; inconclusive = small, poorly fitted or top-dose-only effect, or another doubt; inactive = no such curve, though single readings can be large; an effect the other way counts as inactive or inconclusive. This is a subset; count on the stated rates, not on these rows.

SMILES	Nrf2 block	Mm-Cpn inhibitor	Nrf2 activator	pAkt inh	A549 tox	CCT modulator	TGFb SMAD3 inh	EPAC2 ag	EPAC2 antag
Cc1ccc(NC(=O)N2CCCC2C(=O)NCC2CCCO2)cc1 (stereo not drawn)	1%	0%	-0.4%	i	2%	-2.4	-1%	0%	11%
CCCCn1c(SCC(=O)NCc2ccco2)nc2c1c(=O)n(C)c(=O)n2C	10%	-1%	-0.3%	i	8%	-0.9	-3%	13%	0%
O=C(Nc1c2c(nn1-c1ccc([N+](=O)[O-])cc1)CS(=O)(=O)C2)c1ccco1	3%	1%	0.4%	i	7%	-1.2	-3%	-5%	4%
O=C(CN1C(=O)/C(=C/c2ccccc2)SC1=S)N1CCN(CCc2ccccn2)CC1	?	1%	18%	i	-30%	-1.8	1%	-1%	-12%
CC(=O)NC1(C(F)(F)F)C(=O)Nc2c1c(=O)[nH]c(=O)n2CCc1ccccc1 (stereo not drawn)	7%	0%	-0.2%	i	14%	-0.1	-1%	4%	6%
Nc1cc(C(F)(F)F)ccc1OCC1CCCO1 (stereo not drawn)	2%	0%	3.2%	i	2%	1.0	0%	3%	4%
O=C(/C=C/c1ccc(O)c(O)c1)O[C@@H]1C[C@](O)(C(=O)O)C[C@@H](O)[C@H]1O	-21%&-7%	3%&-1%	-0.8%&-0.2%	i	-2%&-2%	0.5&-5.1	0%&20%	6%&5%	?
C(=N\N1CCN(C2c3ccccc3-c3ccccc32)CC1)/c1cccnc1	.	-1%	-0.2%	i	2%	1.1	-2%	27%	-11%
COCCc1ccc(OC2(C)CCN(Cc3cccc(OCOC)c3)C2)cc1 (stereo not drawn)	.	.	-0.2%	i	.	-1.4	-1%	10%	12%
CC(C)(C)c1ccc(NC(=O)COC(=O)CCc2nc3ccccc3c(=O)[nH]2)cc1	15%	-1%	0.3%	i	4%	0.3	10%	-8%	-5%
O=C(C=Cc1cccs1)c1ccc(Cl)s1	5%	.	22µM*	i	-3%	-2.3	?	19%	4%
CC(NC(=O)Nc1ccccc1C(F)(F)F)C1CCCO1 (stereo not drawn)	11%	0%	-0.6%	i	1%	-0.3	3%	9%	-2%
COC(=O)c1ccccc1OCC(=O)N1CCN(c2ccc(OC)cc2)CC1	-9%	0%	0.2%	i	-5%	-1.5	-7%	-1%	4%
CN1CCN(NC(=O)c2cn(-c3ccccc3)nc2-c2cccs2)CC1	0%	1%	-0.3%	i	-1%	0.6	7%	6%	-20%[57.1 µM]
Cc1nc2c3ccccc3nc(NNC(=O)CCC(=O)NCCC(C)C)n2n1	5%	1%	0.3%	i	-6%	1.8	9%	4%	2%
COC(=O)c1nnn(-c2nonc2N)c1COc1ccc(C=O)cc1OC	-2%	1%	0.0%	i	0%	0.7	?	1%	5%
Cc1c(CCC(=O)N2CCC(C(=O)O)(c3ccccc3)CC2)c(=O)oc2cc3oc4c(c3cc12)CCCC4	?	-8%	-2.3%	i	-4%	-1.2	?	6%	0%
CCOCCCNC(=O)CCNC(=O)c1cc(OC)c(OC)c(OC)c1	.	-1%	-0.4%	i	0%	0.6	-33%	-1%	7%
CC(=O)c1ccc(NC(=O)C2CCCC2)cc1	12%	-1%	5.0%	i	1%	-1.6	-17%	10%	-1%
COc1ccc(C(=O)CC(=O)O)c2c1C=CC(C)(C)O2	1%	-1%	-0.2%	i	1%	0.8	4%	10%	-1%
CCOC(=O)c1c(C)nc2sc3c(=O)n(-c4ccc(C(C)=O)cc4)cnc3c2c1-c1ccc(Cl)cc1	23µM*	0%	-0.6%	i	-19%	-1.0	?	-10%	-1%
COc1ccc(C/C(N)=N/OC(=O)Cc2ccccc2)cc1OC	-5%	-16%	0.6%	i	-8%	1.8	-8%	1%	7%
O=C(CCCNC(=O)c1ccc(Cl)cc1)OCc1cccc(Br)c1	7%	-3%	-0.8%	i	11%	-6.0	5%	6%	-23%
O=C1CN(S(=O)(=O)c2ccc(Br)cc2)c2ccccc2N1	-25%	3%	0.4%	i	0%	-2.0	-12%	8%	-12%
O=[N+]([O-])c1ccc2c(c1)S(=O)c1ccccc1-2 (stereo not drawn)	3%	3%	-0.7%	i	5%	-1.7	-10%	9%	-5%
Cc1cc(=O)oc2c3c4c(cc12)OCCN4CCC3	-2%	-9%	-0.1%	i	?	-0.7	23%	-1%	-3%
O=C(O)C1C2C=CC(C2)C1C(=O)NCc1cccnc1 (stereo not drawn)	27%	-1%	0.3%	i	.	0.3	15%	10%	10%
COC(=O)c1cc(CNC(=O)CC(C)c2ccccc2)ccc1OC (stereo not drawn)	-4%	0%	0.3%	i	3%	-3.0	?	9%	-1%
COc1nnc(-c2ccc(C)c(S(=O)(=O)NCC3CCCO3)c2)c2ccccc12 (stereo not drawn)	0%	0%	1.9%	i	2%	-0.2	-8%	9%	-9%
Cc1ccccc1CNC1CCCCC1	15%	0%	0.4%	i	9%	-2.0	-6%	2%	-14%

3 compounds from above, sorted by count of non-hydrogen atoms, smallest number first:
SMILES	Nrf2 block	Mm-Cpn inhibitor	Nrf2 activator	pAkt inh	A549 tox	CCT modulator	TGFb SMAD3 inh	EPAC2 ag	EPAC2 antag
COc1ccc(C(=O)CC(=O)O)c2c1C=CC(C)(C)O2	1%	-1%	-0.2%	i	1%	0.8	4%	10%	-1%
O=C1CN(S(=O)(=O)c2ccc(Br)cc2)c2ccccc2N1	-25%	3%	0.4%	i	0%	-2.0	-12%	8%	-12%
O=C(CCCNC(=O)c1ccc(Cl)cc1)OCc1cccc(Br)c1	7%	-3%	-0.8%	i	11%	-6.0	5%	6%	-23%

Remaining list, next part:
SMILES	Nrf2 block	Mm-Cpn inhibitor	Nrf2 activator	pAkt inh	A549 tox	CCT modulator	TGFb SMAD3 inh	EPAC2 ag	EPAC2 antag
O=C(Cc1cccc(NC(=O)C2CCCN(C(=O)C3CCCC3)C2)c1)Nc1ccc(C(=O)N2CCCCC2)cc1 (stereo not drawn)	-20%	.	-0.5%	i	-11%	-23	-10%	-8%	15%
Cc1ccc(S(=O)(=O)Cc2cccc(C(=O)N3CCOCC3)c2)cc1	-2%	1%	0.4%	i	5%	-1.6	-10%	-2%	-1%
Cc1cccnc1NC1OC(=O)c2ccccc21 (stereo not drawn)	7%	1%	0.0%	i	11%	-0.8	-3%	3%	2%
COc1cccc(CNC(=O)c2ccc(OC)c(S(=O)(=O)NC3CCCC3)c2)c1	-17%	-17%	0.4%	i	-2%	0.1	-1%	0%	-2%
Cc1ccc(Cn2c(=O)c3cccnc3n(CC(=O)Nc3cc(Cl)ccc3C)c2=O)cc1	13%	.	-1.1%	.	-4%	.	-6%	.	.
COc1ccccc1C1=NOC(COC(=O)c2ccc3ccccc3n2)C1 (stereo not drawn)	-16%	2%	2.4%	i	-3%	-1.1	0%	3%	-3%
CCCCNC(=O)Cn1c(=O)oc2cc(S(=O)(=O)N3CC(C)CC(C)C3)ccc21 (stereo not drawn)	-16%	0%	-0.2%	i	8%	-1.6	-20%	-6%	16%
O=C(Cc1ccc(-n2c(=O)[nH]c3ccccc3c2=O)cc1)N1CCN(c2cccc(Cl)c2)CC1	16µM*	2%	-0.4%	i	-17%	-0.3	?	-9%	-3%
CN1CCCC1(C)C(=O)Nc1ccc(-n2cccc2)cc1 (stereo not drawn)	.	.	4.7%	i	.	-0.7	0%	3%	14%
Cc1cc2c(c(SCC(=O)N(C)c3ccccc3)n1)C(=O)OC2	-13%	1%	0.3%	i	0%	-2.2	0%	11%	-2%
COc1ccc(CCNC(=O)C(=O)Nc2nccs2)cc1OC	1%	0%	-0.1%	i	-9%	-2.1	-2%	3%	6%
CN1CCN(S(=O)(=O)c2cccc(C(=O)Nc3nccs3)c2)CC1	-3%	-2%	-0.1%	i	1%	-4.8	-13%	10%	-2%
Cn1c(SCC(=O)NNC(=O)c2ccc(Br)cc2)nnc1-c1cccnc1	-4%	2%	0.5%	i	-3%	1.2	15%	4%	-1%
COc1ccccc1N(CC(=O)NCCN1CCOCC1)S(=O)(=O)c1ccccc1	29%	-1%	0.2%	i	6%	0.2	2%	12%	-1%
CCc1cccc(CC)c1NC(=O)COC(=O)c1ccccc1-c1nc2ccccc2s1	12%	-1%	9.3%	i	1%	2.5	?	-10%	6%
O=C(Cn1c(=O)n(Cc2ccco2)c(=O)c2cccnc21)Nc1ccccc1F	3%	.	-0.5%	.	-3%	.	-42%	.	.
Cn1c(N)c(C(=O)NCc2ccccc2)sc1=S	5%	-1%	0.3%	i	-3%	-0.6	0%	3%	16%
Cn1c(=S)c2[nH]c(SCc3cccnc3)nc2n(C)c1=O	-18%	.	0.3%	i	-3%	-1.3	?	3%	-1%
Nc1ccccc1C#Cc1ccc2[nH]ccc2c1	?	.	12%	i	-5%	-0.1	?	10%	3%
CS(=O)(=O)c1ccc(-c2cccc(NC(=O)COc3ccccc3)c2)nn1	-14%	1%	6.8%	i	1%	-1.7	-7%	4%	-1%
NC(c1csc(Nc2cc(Oc3ccccc3)ncn2)n1)c1ccccc1Cl (stereo not drawn)	.	.	-1.2%	i	.	1.2	?	9%	10%
COc1ccc(N(CC(=O)Nc2cc(C)ccc2OC)S(=O)(=O)c2c(C)noc2C)cc1	8.2µM*	1%	0.2%	i	?	2.6	?	-3%	-6%[57.1 µM]
Cc1ccc(Oc2nc(CN3CCOCC3)nc3sc4c(c23)CCC(C)C4)cc1 (stereo not drawn)	?	0%	0.4%	i	-12%	-3.4	0%	-7%	-4%
CC(O/N=C(\N)c1ccccc1)C(=O)Nc1cccc(C(F)(F)F)c1 (stereo not drawn)	5%	2%	2.4%	i	1%	-4.6	?	4%	-11%
CC(OC(=O)Cc1n[nH]c(=O)c2ccccc12)C(=O)N(C)c1ccccc1 (stereo not drawn)	.	.	-0.7%	i	.	0.2	-10%	9%	4%

Compound activity: PubChem, National Center for Advancing Translational Sciences (NCATS)
